Screening results from PubChem BioAssay.
tim23-1 inh – growth inhibitors of tim23-1 mutant yeast | actives 1.3% (n = 330,000) | inhibition, % at 20 µM | S. cerevisiae tim23-1 growth, BacTiter-Glo luminescence, 24 h;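 active = growth inhibition of the mutant yeast at or above 50%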;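 note: temperature-sensitive mutant grown at 25 °C; plate controls were DMSO-treated mutant yeast for no effect and medium wells lacking yeast for full effect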
Mdm2 MdmX PPI – disrupts the human Mdm2-MdmX interaction; O15151+Q00987; SaOS-2 split-luciferase Mdm2/MdmX complementation, luminescence; inhibition, % at 8 µM; actives 3% (n = 330,000);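 active = inhibition of at least 50% at 8 µM in the primary screen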
UPR CHOP act – apoptotic UPR (CHOP) activation. CHO-CHOP luciferase reporter, luminescence; percent of tunicamycin response over DMSO baseline. activation, % at 10 µM. actives 0.34% (n = 330,000);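 active = at 10 µM dose, activation of 40% or more, normalized to positive control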;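 note: 100% = tunicamycin at 10 µg/mL and 0% = DMSO alone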
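Assay system: CHO-CHOP cells, stable luciferase reporter of PERK-eIF2a-CHOP signalling / Buffer or medium: F12 plus 10% serum / Compound dosing: one dose, 10 µM in 0.5% DMSO / Times: 6 h compound treatment, 37 °C / Technique: luciferase luminescence / Read-out: % reporter activation, DMSO baseline versus tunicamycin full activation / Benchmarks: tunicamycin and DMSO controls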
APJ agonist – APJ receptor agonism | P35414 | CHO-K1 APJ PathHunter beta-arrestin, luminescence; 0% DMSO wells, 100% apelin | activation, % at 20 µM | actives 0.11% (n = 330,000);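 active = activation more than six SD over the plate average, tested at 20 µM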;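 note: 0% = DMSO alone and 100% = apelin-13 at 10 nM; some results filed as inactive read as strong as hits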
Target sequence (P35414 whole entry, looked up): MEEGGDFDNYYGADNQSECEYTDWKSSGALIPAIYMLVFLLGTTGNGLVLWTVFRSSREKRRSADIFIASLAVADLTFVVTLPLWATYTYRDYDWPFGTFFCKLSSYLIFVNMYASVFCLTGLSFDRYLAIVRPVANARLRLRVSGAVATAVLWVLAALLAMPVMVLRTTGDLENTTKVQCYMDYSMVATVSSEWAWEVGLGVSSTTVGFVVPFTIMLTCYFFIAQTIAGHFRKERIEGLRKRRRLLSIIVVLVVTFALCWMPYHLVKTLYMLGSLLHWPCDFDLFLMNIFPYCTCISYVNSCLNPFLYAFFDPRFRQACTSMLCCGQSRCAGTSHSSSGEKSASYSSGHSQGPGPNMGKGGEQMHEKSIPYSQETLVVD
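system = engineered CHO-K1 APJ arrestin reporter cells | input = 1000 cells per well | timing = overnight seeding, 90 min compound at 25 °C, 1 h detection | measured by = enzyme-fragment complementation luminescence | read-out = beta-arrestin recruitment to APJ as agonist activity, luminescent signal | control set = negative DMSO alone, positive Apelin-13 at 10 nM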
UPR XBP1 act – adaptive UPR (XBP1) activation. activation, % at 20 µM. actives 0.33% (n = 330,000). AID 463104. CHO-XBP1 luciferase reporter, IRE1-XBP1 UPR activation, luminescence; percent of tunicamycin response, DMSO as zero;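 active = versus positive control, 20 µM dose yields 30% or more activation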;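 note: 100% = tunicamycin at 10 µg/mL and 0% = DMSO only wells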
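Signal: luciferase luminescence; Assay system: CHO-XBP1 luciferase reporter cells; Amount: one thousand reporter cells per well; Dosing: 20 µM single concentration, DMSO 1%; Benchmarks: high control tunicamycin 10 µg/mL final, low control DMSO vehicle only; Schedule: 6 h compound exposure at 37 °C, 5% CO2; Evaluation: percent activation relative to tunicamycin reference.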
697 NFkB inh – lowers PMA/ionomycin-induced NF-kB signal in 697 B cells; actives 0.33% (n = 330,000); 697 B-cell NF-kB luciferase reporter, 16 h; inhibition, % at 4 µM; in the data active = inhibition above about 35%
Jurkat NFkB inh – inhibitors of the PMA/ionomycin-induced NF-kB reporter in Jurkat cells; inhibition, % at 4 µM; actives 0.53% (n = 330,000); PMA/ionomycin-induced NF-kB luciferase reporter, luminescence; in the data active = inhibition above about 50%
APJ antagonist – blocks the human apelin receptor APJ; CHO-K1 APJ beta-arrestin complementation, luminescence; inhibition, % at 20 µM; actives 0.32% (n = 330,000);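 active = inhibition above about 40% at 20 µM, limit read from the data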;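 note: cells challenged with 10 nM apelin-13 agonist together with compound; plate controls were apelin-13 plus DMSO wells for no effect and DMSO wells lacking apelin-13 for full effect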
* marks the source's active call; other numbers are inactive results.

SMILES	tim23-1 inh	Mdm2 MdmX PPI	UPR CHOP act	APJ agonist	UPR XBP1 act	697 NFkB inh	Jurkat NFkB inh	APJ antagonist
CCOC(=O)[C@@H]1[C@H]2COc3ccc(Br)cc3[C@H]2N2C(=O)N(c3ccc(C)cc3)C(=O)[C@@]12C	24	-16	0.8	-1	1	10	-40	13
FC(F)Oc1ccc(NC(=S)NCc2ccccc2)cc1	21	13	-0.7	0	-1	13	-13	-17
COc1ccc(OCC(=O)NCC(c2ccc(OC)cc2)N2CCCCC2)cc1 (stereo not given)	8	-1	1.8	-4	-4	-8	14	10
Cc1ccc(NC(=O)C2C3CCCC2C3c2ccccc2)cc1C (stereo not given)	1	9	1.2	-2	4	2	0	-12
CC(=O)Nc1ccc(NC(=O)c2cc(-c3ccc(C)cc3O)n[nH]2)cc1	-10	-1	2.2	-2	-3	-7	-32	10
CCC(=O)Nc1ccc(C(=O)NNC(=O)c2cc(OC)c(OC)c(OC)c2)cc1	13	-1	0.6	2	-1	3	1	-3
COc1ccc2ccccc2c1/C=N/NC(=O)c1ccc(C)nc1	28	-18	-0.8	-4	-2	-2	3	-5
CCCCN(C(=O)CSc1cc(C)c2ccc(OC)cc2n1)c1c(N)n(Cc2ccccc2)c(=O)[nH]c1=O	10	23	-1.6	-1	1	11	6	7
Cn1c(=O)n(C)c2cc(/C=C3/NC(=O)N(Cc4ccccc4)C3=O)ccc21	1	51*	0.4	-5	4	47*	11	-17
COc1ccc(OC)c(S(=O)(=O)NC2CC(=O)N(c3cccc(F)c3)C2)c1 (stereo not given)	-4	9	0.1	-2	-1	22	2	1
COc1ccc(NC(=O)C2=CC=CN3CCS(=O)(=O)N=C23)c(OC)c1	8	11	-0.1	-3	-1	4	9	1
O=C(Nc1cccc(OC(=O)c2ccc(Br)o2)c1)c1ccccc1	64*	-7	2.5	1	12	-20	-12	11
Cn1c(SCC(=O)NNC(=O)c2ccccc2O)nnc1-c1ccccc1	-15	30	2.4	-1	-3	-31	6	14
Cc1cccc2[nH]c(CN(C)Cc3nc(CC4CC4)no3)nc12	10	14	-1.6	0	-6	-3	-3	-20
CCCOc1ccc(/C=N/O)cc1	8	4	-1.8	3	0	12	-7	10
OCCN1CCN(CC/C=C2/c3ccccc3Sc3ccc(C(F)(F)F)cc32)CC1	13	37	1.0	4	-4	-32	-1	9
O=C(Nc1cccn2ncnc12)c1ccc(Cl)cc1Cl	7	-2	-1.2	-2	-3	-35	-5	10
CCC(=O)NCC(c1cccs1)N1CCOCC1 (stereo not given)	11	-4	-1.3	0	2	22	8	14
COc1ccc(NC(=O)CN(C)C(=O)CCCN2C(=O)c3cccc4cccc(c34)C2=O)cc1	10	12	3.5	5	5	-1	2	14
COc1ccccc1NC(=S)N(C(C)C)C(C)c1ccccn1 (stereo not given)	21	4	-1.7	-1	-2	3	6	17
C/C=C/c1ccc(OC(C)=O)c(OC)c1	-4	3	-3.1	0	1	4	-8	7
CNc1nc(C)cc(C)c1S(=O)(=O)c1ccc(C)cc1	16	19	-0.3	-1	-2	-9	6	16
O=C(NCC1CCCO1)C1CCN(C(=O)c2ccc(Br)cc2)CC1 (stereo not given)	8	7	0.3	0	-4	-1	-10	-21
COc1nc(Cc2ccc(Cl)cc2)nc2ccccc12	31	26	-1.3	-2	-2	-3	7	-6

Profiles from above. Values in the order: tim23-1 inh, Mdm2 MdmX PPI, UPR CHOP act, APJ agonist, UPR XBP1 act, 697 NFkB inh, Jurkat NFkB inh, APJ antagonist
Record of `CCCOc1ccc(/C=N/O)cc1` = 8, 4, -1.8, 3, 0, 12, -7, 10
Record of `O=C(Nc1cccn2ncnc12)c1ccc(Cl)cc1Cl` = 7, -2, -1.2, -2, -3, -35, -5, 10
Record of `O=C(NCC1CCCO1)C1CCN(C(=O)c2ccc(Br)cc2)CC1` (stereo not given) = 8, 7, 0.3, 0, -4, -1, -10, -21
Record of `COc1nc(Cc2ccc(Cl)cc2)nc2ccccc12` = 31, 26, -1.3, -2, -2, -3, 7, -6
Record of `Cn1c(SCC(=O)NNC(=O)c2ccccc2O)nnc1-c1ccccc1` = -15, 30, 2.4, -1, -3, -31, 6, 14

2 of the compounds above, as comma-separated lines.
Molecule,tim23-1 inh,Mdm2 MdmX PPI,UPR CHOP act,APJ agonist,UPR XBP1 act,697 NFkB inh,Jurkat NFkB inh,APJ antagonist
O=C(NCC1CCCO1)C1CCN(C(=O)c2ccc(Br)cc2)CC1 (stereo not given),8,7,0.3,0,-4,-1,-10,-21
COc1nc(Cc2ccc(Cl)cc2)nc2ccccc12,31,26,-1.3,-2,-2,-3,7,-6

(cont.)
SMILES	tim23-1 inh	Mdm2 MdmX PPI	UPR CHOP act	APJ agonist	UPR XBP1 act	697 NFkB inh	Jurkat NFkB inh	APJ antagonist
CC(Oc1ccc2c3c(c(=O)oc2c1)CCC3)C(=O)NCC1CCC(C(=O)O)CC1 (stereo not given)	17	15	1.6	-5	2	2	0	19
O=C(c1cnn2c(C(F)(F)F)cc(-c3ccc4c(c3)OCO4)nc12)N1CCCC1	27	12	-1.1	-2	2	10	-3	8
O=C(/C=C/c1cccs1)NC(=S)Nc1ccc(S(=O)(=O)Nc2ccccc2C(F)(F)F)cc1	32	6	-0.5	0	1	-5	15	-12
Cc1cccc(NC(=O)CS(=O)(=O)c2cn(CC(=O)N3CCOCC3)c3ccccc23)c1	0	-4	0.6	-5	-1	9	7	4
Cc1cccc(N=N/C(=C\O)C(=O)c2ccc(Br)cc2)c1	64*	40	21	0	7	2	-22	-11
CCOc1cccc(OCCCCn2ccnc2)c1	10	0	-2.3	-2	-3	-41	6	-3
COc1ccc(NCC(=O)N/N=C/C(C)c2ccccc2)cc1 (stereo not given)	12	1	0.3	-2	-3	-2	-12	-12
O=c1onc(-c2ccccc2)c2ccccc12	5	13	2.6	-4	-1	7	1	16
O=C(CSc1nc2ncc(Cl)cc2[nH]1)N1CCOCC1	11	6	-1.7	1	-1	4	-7	3
COc1ccccc1CNC(=O)C1CCCN(S(=O)(=O)c2ccc3c(c2)CC(C)N3C(C)=O)C1 (stereo not given)	14	6	1.4	3	-6	-8	7	3
CCc1noc(C)c1C(=O)OCC(=O)Nc1nc(-c2ccc(F)c(F)c2)cs1	-5	31	1.0	4	2	4	1	-61
Cc1ccc(C(C)C)c(OCCCCN2CCNCC2)c1	5	21	0.2	-1	1	-47	-8	-4
Cc1cnc(C(=O)OCC(=O)N2CCN(C(=O)c3ccco3)CC2)cn1	-1	25	0.1	-2	-3	17	14	17
C=CCn1c(COc2cccc3cccnc23)nnc1SCC(=O)O	-2	-10	-2.3	-1	-2	13	5	11
C=CCOC(=O)/C(=C\c1ccccc1)NC(=O)c1ccco1	22	-2	0.9	-1	-1	11	1	1
O=C(c1cccs1)n1cc(C(=S)N2CCOCC2)c2ccccc21	35	10	3.4	-5	-1	4	14	-15
CCCOc1ccc(NC(=O)Cc2ccc(S(=O)(=O)N3CCOCC3)s2)cc1OCCC	17	-4	-0.5	1	5	-10	11	-3
CCn1c(SCC(=O)c2cc(OC)ccc2OC)nnc1-c1ccncc1	-8	4	-1.3	-2	-5	16	-11	-10
Cc1oc2cc3oc(=O)c(CCC(=O)NCCCN4CCOCC4)c(C)c3cc2c1C	12	12	4.9	-1	1	5	-15	16
NC(=O)c1ccc(C2SCC(=O)N2CCc2ccccc2)cc1 (stereo not given)	15	-34	1.0	-2	2	16	10	-2
COc1ccc(OC)c(NC(=O)C2COc3ccccc3O2)c1 (stereo not given)	26	25	3.8	-6	3	-8	-2	23
CC1OC23CCCCC2C(C#N)(C(=N)O3)C1(C#N)C#N (stereo not given)	4	10	0.6	-3	-1	8	7	14
Cc1cc(Br)ccc1NC(=O)CN1C(=O)C2C3CC(c4ccccc4)C(C3)C2C1=O (stereo not given)	32	5	1.9	4	2	2	11	-16
Cc1ccc(NC(=O)c2ccc3c(c2)OCO3)cc1Cl	48	-343	3.3	-1	-2	-287	-200	5
CCOc1ccc2c(c1)c(N=NC(N)=S)c(O)n2C	-2	2	0.9	-3	-2	30	8	4
O=C(CN1C(=O)NC2(CCCC2)C1=O)Nc1ccccc1-c1ccccc1	14	-1	1.0	-3	-1	11	2	-20
Cc1ccc(CCNC(=O)C2CCN(S(=O)(=O)c3cccc4cccnc34)CC2)cc1	16	8	5.7	-1	1	9	2	9
Cc1c(C(=O)Nc2nnc(C3CC3)s2)oc2c(Cl)cccc12	6	11	0.5	-3	-6	2	-9	-62
CCOC(=O)C1=C(O)C(=O)N(Cc2ccccc2)C1	-2	-18	-1.5	-2	-1	-8	-11	15
COc1ccc(N2C(=O)CC(N3CCC(O)(c4ccc(Cl)cc4)CC3)C2=O)cc1 (stereo not given)	16	4	0.7	0	-2	-8	-1	3
O=C(Nc1ccc(S(=O)(=O)Nc2ncccn2)cc1)C1=NN(c2ccccc2)C(=O)CC1	-11	-7	-1.8	-6	-1	9	2	-13
CC(C)Cn1c(N)c(C(=O)COC(=O)c2cc(C(F)(F)F)nc3c(C(F)(F)F)cccc23)c(=O)n(C)c1=O	-8	88*	14	1	14	-2	10	-54
CCCCCCn1c(N)c(C#N)c2ccc([N+](=O)[O-])cc2c1=O	4	24	-2.3	-1	-3	-19	4	-15
Cc1cc(C)cc(NC(=O)C(Nc2ccccc2)c2ccccc2)c1 (stereo not given)	29	13	2.0	-5	-2	9	7	1
Cc1nn(Cc2ccccc2)c(C)c1NC(=O)c1cc(-c2ccco2)on1	25	1	-0.6	0	0	11	14	-1
COc1ccccc1N(C)S(=O)(=O)c1ccc(C(=O)OCC(N)=O)cc1	6	12	-1.3	-2	2	20	-1	2
COc1cccc(C(=O)C2CCCN(Cc3cccc(OCCO)c3)C2)c1 (stereo not given)	15	12	-0.9	1	-3	12	15	18
CCC1CCc2sc(C(=O)NCc3ccccn3)cc2C1 (stereo not given)	41	-8	2.3	-3	1	-1	-33	5
O=C1C2C(C(=O)N1Cc1cccnc1)C1C=CC2C12CC2 (stereo not given)	9	-16	-1.0	2	-3	10	2	9
CCc1ccc(N(CC(=O)NC2CCCCC2)C(=O)CCC(=O)Nc2ccccn2)cc1	-6	10	2.3	-2	-4	0	-16	1
O=S(=O)(NCc1ccc(Cl)cc1)c1ccc(Cl)nc1	17	17	-0.1	-1	0	21	21	23
O=C(CSc1nnc2n1CCCN2)c1ccccc1	4	6	2.5	-2	1	-1	-17	-8
CCOC(=O)c1cc(-c2ccccc2)nn1CC1CC(c2ccc(Cl)cc2)=NO1 (stereo not given)	42	9	-1.4	4	-1	-1	10	-6
CCOc1cc(/C=N/N=C2/NC(=O)C(CC(=O)O)S2)ccc1OCc1ccc(Cl)cc1Cl (stereo not given)	10	-5	-1.2	-5	-2	16	18	-8
COCCCNC(=S)NNC(=O)Cn1nc(C)c(Br)c1C	11	-12	0.3	1	1	-11	-25	6
CCC(OC(=O)c1nsc(Cl)c1Cl)C(=O)NCCc1ccccc1 (stereo not given)	22	-20	2.4	-2	-4	3	10	21
COc1ccc(NC(=S)NCC(c2cccnc2)N2CCOCC2)cc1 (stereo not given)	-5	16	-0.2	-1	0	11	4	15
CC(C)OP(=O)(OC(C)C)C1(NS(=O)(=O)c2ccc(Cl)cc2)C=C(Cl)C(=O)C(Cl)=C1	15	5	1.5	0	3	-19	-12	20
CCCCn1c(N)c(N(CCOC)C(=O)COC(=O)C(C)(C)Oc2ccc(Cl)cc2)c(=O)[nH]c1=O	-8	2	2.4	9	-3	11	25	9
COc1cc(OC)cc(C(=O)N[C@H](C(=O)OCC(=O)Nc2ccc(F)c(F)c2)C(C)C)c1	28	39	1.3	3	-2	-5	10	-9
